High-throughput results (PubChem)
RAD52 inh = blocks human RAD52 DNA annealing; P43351; recombinant RAD52 DNA annealing, FRET fluorescence; AID 651710; 360,000 tested, 0.46% active; inhibition, % at 18.7 µM;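 active = every replicate showing at least 50% inhibition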
Target sequence (P43351 whole entry, looked up): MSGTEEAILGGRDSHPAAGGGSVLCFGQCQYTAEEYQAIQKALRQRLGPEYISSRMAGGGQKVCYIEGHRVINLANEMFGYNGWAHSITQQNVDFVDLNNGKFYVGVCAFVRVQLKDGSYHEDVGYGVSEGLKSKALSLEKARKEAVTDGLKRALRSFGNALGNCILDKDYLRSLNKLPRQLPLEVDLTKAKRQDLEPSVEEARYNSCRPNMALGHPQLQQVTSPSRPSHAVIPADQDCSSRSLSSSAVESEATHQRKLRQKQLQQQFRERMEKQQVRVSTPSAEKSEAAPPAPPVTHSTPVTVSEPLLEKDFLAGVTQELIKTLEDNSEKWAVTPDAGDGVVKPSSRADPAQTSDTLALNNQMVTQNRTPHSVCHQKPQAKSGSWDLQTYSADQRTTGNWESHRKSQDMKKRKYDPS
esBAF inh = blocks esBAF chromatin remodeling in mouse ES cells; Bmi1-luciferase knock-in reporter, 24 h; 100% = twice the neutral-well signal; reporter increase, % at 12.5 µM; 350,000 tested, 2% active; in the data active = activation above about 40%;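 also: 0% = median of the plate's neutral control wells and 100% = double that signal; a rise in the Bmi1 reporter signal indicates esBAF inhibition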
CFTR F508del cor = CFTR F508del correction in bronchial cells; CFBE cells, YFP halide quenching; stimulated with forskolin plus potentiator P3; % fluorescence drop versus neutral controls; activity (quench increase), % at 7.58 µM; 350,000 tested, 0.36% active;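 active = mean added fluorescence quench of at least 8% versus neutral control, with both replicates also reaching 8%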;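 also: cells transiently co-express mutant CFTR-F508del with the halide-sensitive YFP; corrector assay measuring rescue of mutant channel to the surface after 24 h compound exposure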
ERAP1 HTS inh = inhibitors of human ERAP1 aminopeptidase. Q9NZ08. recombinant ERAP1, Leu-AMC fluorescence, 60 min. inhibition, % at 10.7 µM. 340,000 tested, 0.15% active;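 active = mean replicate inhibition of at least 30%, or all replicates individually reaching that 30% level; inactive = mean below 30% and not every replicate reaching it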;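 also: 0% = neutral control wells and 100% = L-leucinethiol positive control wells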
GSIS activator = primary screen for activators of insulin secretion dependent on glucose, INS-1E cells, GLuc reporter luminescence. INS-1E GLuc reporter insulin secretion, 2-3 h. activation, % at 16.6 µM. 370,000 tested, 0.61% active. AID 743287;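 active = lowest replicate activation of at least 40%, so every replicate reaches that level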;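 also: 0% = median of neutral control wells and 100% = median of IBMX positive control wells; some compounds called inactive have numbers as strong as hits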
RAD54 branch = RAD54 (human) branch migration inhibition. 360,000 tested, 0.14% active. inhibition, % at 10.4 µM. Q92698. RAD54 Holliday junction branch migration, FAM/BHQ fluorescence;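 active = mean normalized replicate activity at least 40 and at least half of replicates scoring 40 or more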;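 also: 0% = median of neutral control wells and 100% = median of positive control wells; inhibitors cause a drop in the FAM fluorescence signal; in these data hits start at about 50%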
ARNT TACC3 PPI = disrupts binding between human ARNT and TACC3 | AlphaScreen His-ARNT PAS-B/GST-TACC3 binding, luminescence; TACC3 fragment carries E629A point mutation | inhibition, % at 9.99 µM | 390,000 tested, 0.66% active | Q9Y6A5;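 active = mean inhibition of replicates at least 50% and at least half of replicates each reaching 50%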;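 also: 0% = complete ARNT plus TACC3 wells and 100% = ARNT alone without TACC3; many hits fall short of the cut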
XiGFP reactiv = activators of X-chromosome reactivation in mouse fibroblasts; XiGFP mouse fibroblasts, % GFP-positive cells imaging, 3 d; cells co-treated with 5-aza-dC sensitizer; scaled so ellipticine positive control = 100%; 360,000 tested, 0.055% active; activation, % at 7.58 µM; AID 743238;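 active = mean normalized replicate activation at least 10% and every replicate at or above 10%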;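 also: 0% = median of on-plate neutral control wells and 100% = ellipticine 6 µM median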
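System: SV40-immortalized XiGFP fibroblast cells, line 68-5-11 / Incubation: 3-day compound exposure, then 15 min fixation at room temperature / Compound: single concentration per compound, delivered by pin transfer / Buffer or medium: DMEM plus 5-aza-dC sensitizer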
Starred values were filed as active, the others as inactive; . = not tested or not shown; & = joins results of further samples.

The first 2 records (preview)
SMILES	RAD52 inh	esBAF inh	CFTR F508del cor	ERAP1 HTS inh	GSIS activator	RAD54 branch	ARNT TACC3 PPI	XiGFP reactiv
Fc1ccc(N2CCN(C3=Nc4cccc5cccc3c45)CC2)cc1	-76.5	.	-1.1	-3.2	-26.5	.	18.2	0.0
Cc1nn(CC(=O)N/N=C/c2ccc3c(c2)OCO3)c(C)c1Br	-1.7	.	-3.7	-2.5	1.9	3.3	-5.1	0.0

The listing (from the top)
SMILES	RAD52 inh	esBAF inh	CFTR F508del cor	ERAP1 HTS inh	GSIS activator	RAD54 branch	ARNT TACC3 PPI	XiGFP reactiv
Fc1ccc(N2CCN(C3=Nc4cccc5cccc3c45)CC2)cc1	-76.5	.	-1.1	-3.2	-26.5	.	18.2	0.0
Cc1nn(CC(=O)N/N=C/c2ccc3c(c2)OCO3)c(C)c1Br	-1.7	.	-3.7	-2.5	1.9	3.3	-5.1	0.0
O=C1C=C(c2cccc(Br)c2)C[C@@H](c2ccc3c(c2)OCO3)C1	-6.1	9.3	0.5	-0.1	9.2	-11.5	-6.9	-0.2
CCC(=O)N1C[C@H](C)[C@@H](OC)CN(C)C(=O)c2ccc(NC(=O)C3CC3)cc2OC[C@@H]1C	3.5	.	-1.5	2.3	6.0	.	.	0.1
C[C@@H]1CCCCO[C@H](CN(C)C(=O)Nc2ccc3c(c2)OCO3)[C@H](C)CN([C@@H](C)CO)C(=O)c2cc(NS(=O)(=O)c3cn(C)cn3)ccc2O1	-9.1	-7.3	-1.5	-0.1	-3.0	3.9	4.7	-0.9
c1ccc(Nc2nc3ccccc3o2)cc1	.	16.6	.	.	-14.5	5.8	-5.4	.
CCCC#Cc1cnc2c(c1)C(=O)N([C@H](C)CO)C[C@@H](C)[C@H](CN(C)Cc1ccccc1F)O2	8.6	2.0	1.2	-1.0	-2.1	-4.6	5.5	0.0
CC1CCc2c(sc(NC(=O)c3ccc(N4C(=O)CCC4=O)cc3)c2C(N)=O)C1 (stereo not given)	-12.7	8.7	-4.9	0.8	-7.9	-4.6	18.5	0.0
C[C@@H]1CN([C@H](C)CO)C(=O)CCCn2nncc2CO[C@H]1CN(C)C(=O)Nc1ccc(N2CCN(C)CC2)cc1	-5.8&46.1	2.8&-10.8&-0.5	3.4&1.4&0.4	-1.3	10.5&11.2	-1.9&7.0	13.8	0.5&0.0
CCCCNC(=S)N/N=C/c1cccc(OCC)c1O	-12.2	.	0.8	0.4	17.5	2.5	0.8	-0.7
COc1ccc(CN(C)C[C@H]2Oc3c(NC(=O)Nc4ccc(C(F)(F)F)cc4)cccc3C(=O)N([C@@H](C)CO)C[C@H]2C)cc1	7.6	3.4	0.8	-1.3	-20.9	2.1	0.9	-0.5
CC(C)c1nnc(NC(=O)CCS(=O)(=O)Cc2ccccc2)s1	-16.9	-5.9	0.0	-4.9	3.7	.	-9.2	0.1
COc1ccc(NC(C)=O)cc1S(=O)(=O)Nc1ccc2c(c1)OCCO2	-8.9	.	0.3	13.2	2.7	.	-10.4	0.0
N#Cc1ccc(OCC(=O)Nc2ccc3[nH]c(=O)[nH]c3c2)cc1	-15.8	.	-1.9	-1.6	25.8	4.6	1.0	1.2
C[C@H]1CN([C@@H](C)CO)C(=O)Cc2cc(NS(=O)(=O)c3ccccc3)ccc2O[C@@H]1CN(C)CC1CCCCC1	9.4	1.7	-1.9	-1.3	-1.0	1.1	-4.5	0.2
O=C(COC(=O)C1COc2ccccc2O1)NC1CCS(=O)(=O)C1 (stereo not given)	-16.9	0.2	.	1.3	6.9	1.3	-1.0	.
CCOc1ccc(NC(=O)C/C(C)=N/NC(=O)Cc2ccc(Cl)cc2)cc1	17.1	-4.3	0.3	2.7	68.5	3.5	-6.4	0.0
Cc1csc(NC(=O)c2cccn2C)n1	.	2.0	.	.	11.3	-5.6	1.9	.
COc1ccc(NC(=O)Nc2nnc(-c3ccccc3F)s2)cc1	-2.9	.	-2.1	0.8	2.0	.	-6.8	0.0
O=C(CS(=O)(=O)Cc1ccccc1)Nc1cccnc1	.	-0.5	.	.	7.6	6.8	2.2	.
CCC1Cc2[nH]c(=S)[nH]c(=O)c2C(c2ccc(Cl)cc2)O1 (stereo not given)	-3.1	-11.1	0.6	2.1	7.4	3.4	.	1.0
COCC(=O)N1CC2(C1)[C@@H](c1ccc(-c3ccc(F)cc3)cc1)[C@@H](CO)N2C(C)=O	-25.5	.	-1.8	1.9	1.7	.	.	0.2
C[C@@H]1CCCCO[C@H](CN(C)CC2CC2)[C@@H](C)CN([C@@H](C)CO)C(=O)c2cc(NS(=O)(=O)c3cccs3)ccc2O1	.	1.3	-1.1	.	7.9	-0.7	-7.9	0.4
CC(C)(C)C(=O)OC/C(N)=N/OC(=O)c1ccc(Cl)c(Cl)c1	-6.2	2.2	2.0	.	30.7	-5.7	-1.4	-0.1
COc1ccccc1C(=O)Nn1c(C)nc2ccccc2c1=O	-11.7	5.4	0.9	-1.0	4.6	-2.4	-3.7	0.1
Cc1cc(C(=O)COC(=O)c2ccc(O)cc2)c(C)n1Cc1ccco1	-40.2	.	-3.7	-2.7	.	1.3	-9.9	0.0
Cc1nc(-c2ccc(F)cc2)c(CC(=O)N2CCN(S(=O)(=O)c3cccc(F)c3)CC2)s1	-15.4	-0.3	4.2	3.8	-16.6	.	-12.5	0.4
c1ccc(C2CN3CCSC3=N2)cc1 (stereo not given)	-2.2	3.2	7.1	-2.7	.	5.9	-5.4	0.1
Cc1c(Cl)c([N+](=O)[O-])nn1CC(=O)NCCCN1CCOCC1	-0.4	12.3	-1.0	1.0	2.3	-14.9	-14.0	0.0
COc1ccc(NC(=O)N(C)C[C@H]2Oc3ccc(NC(=O)CCCCCC(=O)Nc4ccccc4N)cc3CC(=O)N([C@H](C)CO)C[C@@H]2C)cc1	7.3	.	0.4	0.0	-36.0	.	.	-0.9
COc1ccc(Cn2c(C)nc([N+](=O)[O-])c2SCC(=O)O)cc1[N+](=O)[O-]	-12.9	.	1.7	-4.4	21.0	.	2.8	0.0
COc1ccc(NC(=S)NNC(=O)c2cccnc2)cc1OC	-2.3	.	-2.2	-5.2	-7.0	.	4.0	0.0
CN1C(=O)c2cc(NC(=O)Nc3ccccc3)ccc2OC[C@H]2O[C@H](CC(=O)NC3CCC3)CC[C@@H]21	-26.4	2.5	1.6	0.4	-5.9	-10.7	4.8	0.3
NC(=O)c1ccc(N2CCN(S(=O)(=O)c3cccs3)CC2)c([N+](=O)[O-])c1	-5.7	-16.8	3.8	0.8	-67.3	3.9	-0.1	0.0
COc1cnn(-c2ccccc2)c(=O)c1N(C)C	.	6.6	.	.	15.4	10.4	0.2	.
CO[C@@H]1CN(C)C(=O)c2cc(NC(=O)c3ccc4c(c3)OCO4)ccc2OC[C@@H](C)N(CCC(F)(F)F)C[C@@H]1C	-2.4	1.7	-1.1	-3.2	-13.4	4.2	7.6	0.5

Taken from above.
Under GSIS activator, NC(=O)c1ccc(N2CCN(S(=O)(=O)c3cccs3)CC2)c([N+](=O)[O-])c1 shows -67.3
Under ARNT TACC3 PPI, Cc1nc(-c2ccc(F)cc2)c(CC(=O)N2CCN(S(=O)(=O)c3cccc(F)c3)CC2)s1 shows -12.5
Under GSIS activator, CN1C(=O)c2cc(NC(=O)Nc3ccccc3)ccc2OC[C@H]2O[C@H](CC(=O)NC3CCC3)CC[C@@H]21 shows -5.9
Under RAD54 branch, Cc1cc(C(=O)COC(=O)c2ccc(O)cc2)c(C)n1Cc1ccco1 shows 1.3
Under GSIS activator, COc1ccc(NC(=O)N(C)C[C@H]2Oc3ccc(NC(=O)CCCCCC(=O)Nc4ccccc4N)cc3CC(=O)N([C@H](C)CO)C[C@@H]2C)cc1 shows -36.0
Under RAD52 inh, COc1ccc(Cn2c(C)nc([N+](=O)[O-])c2SCC(=O)O)cc1[N+](=O)[O-] shows -12.9

The list goes on:
SMILES	RAD52 inh	esBAF inh	CFTR F508del cor	ERAP1 HTS inh	GSIS activator	RAD54 branch	ARNT TACC3 PPI	XiGFP reactiv
COc1ccc(NC(=O)N(C)C[C@@H]2Oc3ccc(NC(=O)C4CC4)cc3C(=O)N([C@@H](C)CO)C[C@H]2C)cc1	0.2	-0.7	-0.1	0.2	1.5	-5.4	-1.3	0.1
C/C=C/c1ccc([C@H]2[C@@H](CO)N3C(=O)CN(C(=O)Nc4ccc(F)cc4)C[C@@H]23)cc1	4.0	.	0.5	.	-3.9	.	.	0.1
Cc1ccc(F)cc1NC(=O)COC(=O)COc1ccc(C#N)cc1	-1.2	-1.1	-4.4	-0.3	6.1	-0.3	1.7	0.4
O=c1[nH][nH]c2cc(=O)n(-c3cccc(C(F)(F)F)c3)nc12	-28.3	.	-1.0	1.3	-4.3	.	7.8	0.1
COc1ccc(NC(=O)C(OC(=O)c2cnc(C)cn2)c2ccccc2)cc1Cl (stereo not given)	-27.5	22.0	-7.1	-2.9	4.3	.	-0.2	0.1
Cn1c(Cc2cccs2)nnc1SCc1nc2ccccc2[nH]1	.	-2.2	.	.	-0.7	1.2	2.1	.
Cc1ccc(N(C(=O)c2csnn2)C(C(=O)NC(C)(C)C)c2cccnc2)cc1 (stereo not given)	-22.5	.	0.1	9.3	3.8	.	-4.0	-0.4
CC(C)CC#Cc1ccc2c(c1)O[C@@H](CN(C)C)[C@H](C)CN([C@@H](C)CO)S2(=O)=O	10.6	-6.2	-2.6	0.6	-16.0	-6.0	.	0.4
COc1ccc(CN(C)C[C@@H]2OCCCC[C@H](C)Oc3ccc(NC(=O)NC4CCCCC4)cc3C(=O)N([C@H](C)CO)C[C@@H]2C)cc1	19.3	1.6	3.3	-2.8	-13.4	-10.3	1.0	0.0
COc1ccc(NC(=O)CN2CCN(S(=O)(=O)N(C)C)CC2)cc1	-3.7	-1.4	0.4	-0.3	5.0	-9.4	15.3	0.0
COc1ccc(NC(=O)Nc2sc(NS(=O)(=O)c3ccccc3)nc2C)cc1	-11.9	.	-0.4	-2.2	14.7	.	-2.8	0.1
CN(C)S(=O)(=O)c1ccc(Cl)c(NC(=O)COC(=O)CN2C(=O)NC(C)(C)C2=O)c1	.	.	.	.	2.6	-4.3	-3.1	-0.1
CCCC#Cc1ccc([C@@H]2[C@H]3CN(C(=O)Nc4ccc(F)cc4)CC(=O)N3[C@H]2CO)cc1	3.7	.	2.7	4.7	-12.0	.	.	0.5
c1ccc(CCn2nnc3ccccc32)cc1	-22.4	31.2	1.1	-1.8	22.0	.	-1.3	-0.2
CCOC(=O)CN(C(=O)COc1nc(-c2ccccc2)cc(C)c1C#N)c1ccc(C)cc1	-10.6	.	1.8	1.1	-17.2	.	-3.1	0.3
O=C1CSC(=O)N1CC(O)COc1ccc(Cl)cc1 (stereo not given)	-3.9	.	-0.6	-0.5	4.1	.	3.8	.
O=C(Nc1ccccc1)c1cccc(=O)o1	3.9	.	0.1	4.5	-1.8	.	-15.1	0.0
Cc1nc(C)c(-c2csc(N)n2)s1	-3.8	0.0	-2.0	0.6	-9.3	0.1	1.8	0.5
CCOc1ccc(OCC(=O)OC(C)C(=O)NC2CCCC2)cc1 (stereo not given)	-2.2	-7.4	-0.2	-0.3	3.2	-7.6	-11.9	0.0
Cc1ccc(C(=O)Nc2ccc(S(=O)(=O)N3CCN(C)CC3)cc2)o1	-8.7	3.2	-1.1	0.2	-6.3	-0.2	-2.9	.
